Mtb BioA inh: M. tuberculosis BioA enzyme inhibitors, primary screen, biochemical, plate reader, single point, HTS; AID 602481, 2012; purified M. tuberculosis BioA enzyme; 360,000 compounds, 0.096% hits; inhibition, % at 9.99 µM; 7,8-diaminopelargonic acid synthase BioA (Mycobacterium tuberculosis); in the data active = inhibition above about 40%; inconclusive = no clear call, values can overlap the other calls
BoNT F protease: BoNT/F light chain protease inhibitors, primary screen, biochemical, flow cytometry, MLPCN library. inhibition, % at 10 µM. 360,000 compounds, 0.22% hits. Botulinum neurotoxin type F light chain protease (Clostridium botulinum). Multiplex microsphere protease cleavage assay. AID 588497, 2011; in the data active = inhibition above about 35%, passing the limit was not always enough; inconclusive = no clear call, values can overlap the other calls; note: plate controls were buffer without enzyme for full effect and enzyme alone for no effect
FBA Mtb inh: Mtb FBA enzyme inhibitors, primary screen, biochemical, fluorescence, strain H37Rv | Fructose-bisphosphate aldolase (Mycobacterium tuberculosis (strain ATCC 25618 / H37Rv)), … | purified M. tuberculosis FBA, fluorescence read-out | inhibition, % at 1 µM | 360,000 compounds, 2.3% hits; in the data active = inhibition above about 27%;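 note: 0% = vehicle and 100% = reference inhibitor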
Target sequence (P9WQA3 whole entry, looked up): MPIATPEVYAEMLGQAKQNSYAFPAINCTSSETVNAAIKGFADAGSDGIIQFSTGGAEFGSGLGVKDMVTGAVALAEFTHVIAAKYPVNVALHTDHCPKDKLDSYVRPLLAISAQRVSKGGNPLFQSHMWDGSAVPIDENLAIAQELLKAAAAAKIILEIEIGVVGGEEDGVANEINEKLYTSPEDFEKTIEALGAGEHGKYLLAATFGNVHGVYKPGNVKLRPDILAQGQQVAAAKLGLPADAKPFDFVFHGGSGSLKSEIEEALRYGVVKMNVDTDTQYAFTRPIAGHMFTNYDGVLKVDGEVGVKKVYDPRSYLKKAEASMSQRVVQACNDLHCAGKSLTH
PrPC TRFRET: inhibitors of human cell surface prion protein PrPC, primary screen, cell-based, TR-FRET; Major prion protein (Homo sapiens), P04156; TR-FRET read-out; inhibition, % at 13.8 µM; 370,000 compounds, 0.43% hits; in the data active = inhibition above about 24%; note: 0% = median of the test wells and 100% = reference compound wells
FadD28 FP inh: inhibitors of FadD28 bisubstrate probe binding, primary screen, biochemical, fluorescence polarization, single point | Mycobacterium tuberculosis FadD28 fatty-acid-AMP ligase | inhibition, % at 12.5 µM | 360,000 compounds, 0.22% hits; in the data active = inhibition above about 8.5%, passing the limit was not always enough; inconclusive = no clear call, values can overlap the other calls
Rv3671c protease: Rv3671c serine protease inhibitors, primary screen, biochemical, fluorescence polarization, M. tuberculosis H37Rv | P9WHR9 | inhibition, % at 5.96 µM | 320,000 compounds, 0.048% hits; in the data active = inhibition above about 38%;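 note: extracellular domain of Rv3671c used as enzyme; 0% = enzyme with DMSO and 100% = no enzyme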
Target sequence (P9WHR9 whole entry, looked up, the tested form may be a part): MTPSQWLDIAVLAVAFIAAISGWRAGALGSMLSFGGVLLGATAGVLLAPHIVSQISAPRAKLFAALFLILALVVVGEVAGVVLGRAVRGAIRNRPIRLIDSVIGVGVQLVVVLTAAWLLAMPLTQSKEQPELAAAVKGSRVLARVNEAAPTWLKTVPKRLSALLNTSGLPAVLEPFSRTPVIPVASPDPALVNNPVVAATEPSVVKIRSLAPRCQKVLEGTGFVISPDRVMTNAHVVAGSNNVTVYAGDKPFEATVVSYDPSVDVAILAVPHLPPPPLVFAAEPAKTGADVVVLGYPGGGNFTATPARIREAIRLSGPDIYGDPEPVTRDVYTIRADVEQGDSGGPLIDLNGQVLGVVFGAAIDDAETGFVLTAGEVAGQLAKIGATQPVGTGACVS
MazEF act: activators of E. coli MazEF toxin-antitoxin RNase, primary screen, biochemical, fluorescence, uHTS | 350,000 compounds, 0.32% hits | AID 504720, 2011 | FAM/BHQ RNA-DNA oligo cleavage fluorescence, 5 h | activation, % at 20 µM | Endoribonuclease toxin MazF (Escherichia coli (strain K12)), P0AE70; in the data active = activation above about 50%
Target sequence (P0AE70 whole entry, looked up): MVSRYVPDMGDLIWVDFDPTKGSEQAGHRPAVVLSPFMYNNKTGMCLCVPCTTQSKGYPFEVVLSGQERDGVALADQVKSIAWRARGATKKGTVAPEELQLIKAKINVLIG
Mtb UGM inh: M. tuberculosis UGM enzyme inhibitors, primary screen, biochemical, fluorescence polarization, single point; purified UGM, fluorescence polarization probe displacement; 320,000 compounds, 0.06% hits; UDP-galactopyranose mutase (Mycobacterium tuberculosis (strain ATCC 25618 / H37Rv)), …; inhibition, % at 10 µM; AID 504406, 2011; in the data active = inhibition above about 10%, passing the limit was not always enough; inconclusive = no clear call, values can overlap the other calls
GDH-TPI counter: GDH-TPI coupling enzyme inhibitors, primary screen, artefact control for M. tuberculosis FBA inhibitor project, biochemical, absorbance, full deck; AID 588335, 2011; inhibition, % at 4.8 µM; GDH-TPI coupled enzyme counterscreen, NADH absorbance; 360,000 compounds, 1.2% hits; in the data active = inhibition above about 30%;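 note: 0% = DMSO wells and 100% = wells lacking the enzyme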
Active calls of the source: *; ? = inconclusive; · = no result given.

SMILES | Mtb BioA inh | BoNT F protease | FBA Mtb inh | PrPC TRFRET | FadD28 FP inh | Rv3671c protease | MazEF act | Mtb UGM inh | GDH-TPI counter
Cn1c(=N)n(CC(O)c2ccccc2)c2ccccc21 (stereo unspecified) | -4.9 | -5 | 2 | 2 | -2.7 | 5 | 5 | -0.8 | 3
CCC(CO)Nc1ncnc2c1cnn2-c1ccc(Cl)cc1 (stereo unspecified) | 15 | 3 | 11 | 1 | -0.8 | -11 | 6 | -0.8 | 2
CCOc1ccc(C(=O)NCC(=O)OCc2nnc(-c3ccccc3)o2)cc1OCC | -5.4 | -9 | 5 | 7 | 0.0 | -2 | 3 | 0.6 | 0
Cc1ccc(C)c(NC(=O)Cn2nnc(C(=O)NCc3ccco3)c2N)c1 | -0.9 | 0 | 1 | 9 | -1.0 | 7 | 5 | -1.9 | -6
CCOc1ccc(NC(=O)CN(C)C(=O)CCNC(=O)c2ccco2)cc1OCC | -0.5 | -1 | 1 | 0 | 1.0 | -3 | 8 | 1.8 | -4
CC1(C)CC(=O)C=C(NCC2CCCO2)C1 (stereo unspecified) | -0.2 | 9 | -5 | -3 | -3.2 | 4 | 7 | -0.7 | -1
Cc1nn(-c2ccc(F)cc2)c(Cl)c1/C=N/NC(=O)c1cccc(S(=O)(=O)N2CCCC2)c1 | -1.7 | -18 | -2 | 3 | -0.8 | -10 | 0 | 1.2 | -1
COC(=O)c1ccc2nc(NC(=O)C3CCCCC3)sc2c1 | · | -6 | -3 | 7 | -1.4 | -10 | -10 | 0.5 | -1
NC(N)=N/N=C/c1ccc(Cl)cc1Cl | · | ? | 2 | -6 | -4.8 | -8 | 9 | -0.1 | 1
COc1ccc(-n2nnnc2SCC(=O)N(C)C2CCS(=O)(=O)C2)cc1 (stereo unspecified) | · | -16 | 0 | 4 | 0.2 | 1 | -5 | -0.4 | 4
COc1ccc(C2=NOC(C)(c3sc(-c4ccc(Cl)cc4)nc3C)C2)cc1 (stereo unspecified) | · | · | · | 14 | · | -11 | 3 | 1.9 | ·
COc1ccc(S(=O)(=O)N2CCOCC2)cc1NC(=O)Cc1coc2cc(C)ccc12 | -1.4 | 6 | 0 | 6 | -5.1 | · | 2 | · | 7
CCCCNCCOCCOc1ccc(C)cc1Br | -5.8 | 1 | 1 | -5 | -0.4 | 3 | 5 | 2.0 | 0
CCCn1c(=O)c(Br)cn(-c2ccccc2C)c1=O | 0.8 | ? | 0 | 1 | -0.7 | 1 | 0 | 0.8 | 3
Cc1cccc(C)c1NC(=S)NC(C)(C)CO | · | -13 | 0 | 4 | -2.2 | 7 | -6 | 0.1 | -2
Brc1ccc(OCc2nnnn2-c2ccccc2)cc1 | · | -3 | -1 | 5 | -5.7 | -7 | -2 | -1.9 | -2
COc1ccc(C(=O)NC(=S)Nc2cc(C)ccn2)cc1[N+](=O)[O-] | · | -3 | -1 | 10 | -1.5 | -3 | 7 | -0.8 | 0
Nc1nc(NCc2ccco2)nc(Nc2ccc(F)cc2)c1[N+](=O)[O-] | -1.5 | ? | -3 | 7 | -6.8 | -6 | -8 | -2.3 | 0
COc1ccc(NC(=O)C2CCCC2)cc1S(=O)(=O)N1CCOCC1 | 0.7 | -3 | 0 | 3 | -2.6 | 1 | 3 | 2.3 | 6
COc1ccc(CCNC(=O)COc2ccc(-c3ccccc3)cc2)cc1OC | · | -2 | -1 | -4 | 0.5 | -1 | 10 | 2.0 | -1
CC(=O)Nc1ccc(S(=O)(=O)Nc2ccc(S(=O)(=O)Nc3nccs3)cc2)cc1 | -1.0 | -8 | 2 | 3 | 0.2 | -1 | 8 | 0.7 | 13
O=C(N1CCOCC1)N1CCN(C(=O)N(c2ccccc2)c2ccccc2)CC1 | · | 2 | 3 | -7 | 0.2 | -7 | 5 | 0.8 | 7
Cc1nn(-c2ccccc2)c(Cl)c1C(=O)NCC1CCCO1 (stereo unspecified) | 0.9 | -1 | -1 | 6 | -1.4 | -7 | 8 | 14* | 3
O=c1[nH]c(=O)n(-c2ccccc2F)c(O)c1C=NCCC1=CCCCC1 | -2.3 | -2 | 2 | 1 | 0.0 | 7 | 1 | 2.0 | 2
CN(C)c1oc(-c2ccc(OCc3ccc(Cl)cc3)cc2)nc1C#N | -2.2 | -3 | 0 | -3 | -4.9 | 3 | -1 | 1.0 | -7
Additional structures follow.
SMILES | Mtb BioA inh | BoNT F protease | FBA Mtb inh | PrPC TRFRET | FadD28 FP inh | Rv3671c protease | MazEF act | Mtb UGM inh | GDH-TPI counter
COc1ccc(CNC(=O)/C=C/c2ccc(OCCCF)cc2)cc1 | -0.1 | 12 | 0 | 6 | -0.2 | 2 | 3 | 0.9 | 11
O=C(COc1ccccc1Cl)NCCCNC(=O)c1ccccn1 | 1.3 | 14 | 3 | 5 | -2.0 | -8 | 11 | -3.0 | 4
Cc1cccc(CNc2ncnc3[nH]ncc23)c1 | 0.7 | 3 | 1 | 8 | -2.2 | · | 12 | · | 4
C/C(=N\OCC(=O)O)c1ccc(Cl)cc1 | · | ? | 0 | 2 | -2.4 | 6 | 5 | 1.7 | -6
CCOC(=O)C1(CCCc2ccccc2)CCN(C(=O)Cc2nonc2C)CC1 | · | -3 | -1 | 8 | -4.8 | -9 | 5 | 3.1 | 2
CCOc1ccc(/C=N/NC(=O)Cn2ccnc2C)cc1 | · | ? | 1 | 0 | 0.3 | -4 | 2 | 0.7 | 5
CC(C)OCCCN1C=C2C(=O)C(C)(OC(=O)CCc3ccccc3)C(=O)C=C2C=C1c1ccc(C#N)cc1 (stereo unspecified) | · | · | · | -4 | · | -10 | -22 | -3.8 | ·
CCc1ccc(C2C(C#N)=C(N)OC3=C2C(=O)CCC3)s1 (stereo unspecified) | 1.5 | -4 | 3 | -4 | -2.4 | -2 | 12 | 1.2 | 11
COc1ccc2[nH]c3c(c2c1)CCNC3c1ccc([N+](=O)[O-])o1 (stereo unspecified) | -14 | ? | -2 | 1 | -9.1 | 17 | -156 | 1.7 | -2
C[C@@H]1CN([C@@H](C)CO)C(=O)c2c(c3ccccc3n2C)-c2ccccc2CO[C@H]1CN(C)C(=O)C1CC1 | 0.0 | 0 | 2 | 0 | -3.1 | · | 5 | · | 0
Cc1ccc(-c2nc(CS(=O)(=O)CC(=O)N3CCN(C)CC3)c(C)o2)cc1 | · | -7 | 1 | 12 | -3.8 | 2 | 0 | -1.2 | -2
O=C(CCN1CCN(C(=O)c2ccco2)CC1)Nc1ccc(F)cc1 | 15 | -18 | 0 | 6 | -1.2 | 7 | 14 | -1.7 | 4
Cc1cc(=O)n(Cc2ccccc2)c(O)c1C#N | -0.7 | · | 6 | 5 | 1.1 | -7 | -13 | -1.3 | 11
COCCCn1c(=O)c2sccc2n(Cc2ccccc2)c1=O | -2.4 | -20 | 1 | 0 | -0.3 | -2 | -3 | 1.9 | 7
CSc1sc(C(=O)N(C)C)c2c1S(=O)(=O)N(C)c1ccccc1-2 | · | ? | 0 | 1 | -4.6 | -10 | 3 | 4.1 | 0
COc1cc(OC)c(OC)cc1CN1CCC(O)CC1 | · | -4 | 2 | -6 | 0.6 | 8 | 3 | -5.7 | 4
COc1ccc(F)cc1CSc1nnnn1-c1ccc(O)cc1 | 6.2 | -10 | -2 | 4 | -4.5 | -15 | 3 | 1.0 | -11
COc1ccc(C(=O)COC(=O)CCN2C(=O)C3C4C=CC(C5CC45)C3C2=O)cc1 (stereo unspecified) | -0.9 | 4 | 0 | -1 | -1.1 | -4 | 2 | 0.6 | -6
COc1ccc(N(C(=O)CNC(=O)c2cccs2)C(C(=O)NC2CCCC2)c2cccnc2)cc1 (stereo unspecified) | 0.4 | -2 | -1 | 2 | -4.7 | 0 | -1 | -2.7 | -6
O=C(OCC(=O)N1CCCC1)c1ccc(Cl)nc1 | 0.4 | -3 | -4 | -7 | -2.7 | -2 | 5 | · | 1
CCCCN1C(=O)c2ccc(C(=O)NC3(C)CCS(=O)(=O)C3)cc2C1=O (stereo unspecified) | -1.8 | -6 | -1 | -2 | -1.4 | 2 | -7 | 2.5 | 3
O=C(Nc1ccc2c(c1)CCCN2C(=O)c1ccccc1)c1ccccc1Br | -1.4 | -8 | -2 | 10 | -1.2 | -4 | 2 | -1.3 | 9
COc1ccc(N2CCCCn3c2nc2c3c(=O)[nH]c(=O)n2C)cc1 | · | -2 | 1 | 3 | 0.5 | -1 | 1 | -0.8 | 6
N#CC1=C(SCC(=O)NC23CC4CC(CC(C4)C2)C3)NC(=O)C(C#N)C12CCCCC2 (stereo unspecified) | -0.1 | 0 | 1 | -1 | 1.0 | -9 | 0 | 0.9 | 16
O=C(NCc1ccccc1Cl)C1(S(=O)(=O)c2ccc(Cl)cc2)CC1 | 8.1 | 6 | 0 | 1 | 0.9 | 4 | 10 | -1.4 | 7

Complete entries, looked up by structure. Order of screens: Mtb BioA inh	BoNT F protease	FBA Mtb inh	PrPC TRFRET	FadD28 FP inh	Rv3671c protease	MazEF act	Mtb UGM inh	GDH-TPI counter
Record of CCCCNCCOCCOc1ccc(C)cc1Br : -5.8	1	1	-5	-0.4	3	5	2.0	0
Record of Cc1ccc(C)c(NC(=O)Cn2nnc(C(=O)NCc3ccco3)c2N)c1 : -0.9	0	1	9	-1.0	7	5	-1.9	-6
Record of COCCCn1c(=O)c2sccc2n(Cc2ccccc2)c1=O : -2.4	-20	1	0	-0.3	-2	-3	1.9	7
Record of O=C(COc1ccccc1Cl)NCCCNC(=O)c1ccccn1 : 1.3	14	3	5	-2.0	-8	11	-3.0	4
Record of O=c1[nH]c(=O)n(-c2ccccc2F)c(O)c1C=NCCC1=CCCCC1 : -2.3	-2	2	1	0.0	7	1	2.0	2

Next results follow:
SMILES | Mtb BioA inh | BoNT F protease | FBA Mtb inh | PrPC TRFRET | FadD28 FP inh | Rv3671c protease | MazEF act | Mtb UGM inh | GDH-TPI counter
COc1ccc(C(=O)CSc2nn3c(=O)c(C(C)(C)C)nnc3s2)cc1 | · | -5 | -2 | 10 | -3.0 | -7 | -4 | 1.1 | 14
CCOC(Cn1c(-c2ccc(OC)cc2)nc2ccccc21)OCC | -0.9 | 4 | 8 | -5 | -7.5 | 0 | 5 | 0.2 | 7
COc1ccc(-c2nnc(SCC(=O)Nc3ccccc3)n2C)cc1 | -0.8 | 2 | 3 | 11 | 0.3 | 0 | -1 | 0.1 | 0
NC(=O)c1ccc(N2CCN(c3ncc(C(F)(F)F)cc3Cl)CC2)cc1 | -0.9 | -4 | 2 | 6 | -4.0 | -3 | -6 | -2.5 | -6
COC(=O)c1ccccc1-c1ccc(/C=N/NC(N)=O)o1 | -1.2 | · | 1 | -5 | -2.2 | 4 | 4 | 0.0 | 32*
CCOC(=O)CSc1n[nH]c(NC(=O)c2ccccc2)n1 | -0.8 | 4 | -1 | -1 | -3.7 | 16 | -3 | -2.6 | 1
CN(Cc1nc(-c2ccc3c(c2)OCO3)no1)CC1(N2CCOCC2)CCCCC1 | · | 0 | 2 | -10 | -1.3 | 1 | -8 | -0.7 | 6
Cn1nc(C(=O)Nc2cccc(Cl)c2)cc1C(=O)Nc1cccc(Cl)c1 | -0.7 | -6 | 3 | 11 | -2.6 | -37 | 41 | -0.2 | 3
O=[N+]([O-])c1ccccc1S(=O)(=O)NCc1ccc(F)cc1 | · | -2 | 3 | -11 | -1.4 | -7 | -2 | 0.3 | 8
CCOC(=O)c1c(C(=O)OCC)c(C)n(Cc2cc(OC)c(OC)c(OC)c2)c1C | 1.4 | -3 | 1 | -3 | -0.4 | 8 | 7 | -1.1 | 3
CCN(c1ccccc1)S(=O)(=O)c1ccc(Cl)c(NC(=O)CN2C(=O)NC3(CCCC3)C2=O)c1 | 1.2 | -9 | 3 | 5 | -1.6 | -12 | -1 | 4.3 | 8
